ST2 inh: inhibitors of human ST2 (IL1RL1) binding to IL-33; AlphaLISA ST2-Fc/biotin-IL-33 interaction, 1 h; inhibition, % for hits at 17 µM; 78,000 tested, 2.3% active; AID 1259354; in the data active = inhibition above about 30%; inconclusive = mostly about 10% to 28%
Target sequence (Q01638 whole entry, looked up): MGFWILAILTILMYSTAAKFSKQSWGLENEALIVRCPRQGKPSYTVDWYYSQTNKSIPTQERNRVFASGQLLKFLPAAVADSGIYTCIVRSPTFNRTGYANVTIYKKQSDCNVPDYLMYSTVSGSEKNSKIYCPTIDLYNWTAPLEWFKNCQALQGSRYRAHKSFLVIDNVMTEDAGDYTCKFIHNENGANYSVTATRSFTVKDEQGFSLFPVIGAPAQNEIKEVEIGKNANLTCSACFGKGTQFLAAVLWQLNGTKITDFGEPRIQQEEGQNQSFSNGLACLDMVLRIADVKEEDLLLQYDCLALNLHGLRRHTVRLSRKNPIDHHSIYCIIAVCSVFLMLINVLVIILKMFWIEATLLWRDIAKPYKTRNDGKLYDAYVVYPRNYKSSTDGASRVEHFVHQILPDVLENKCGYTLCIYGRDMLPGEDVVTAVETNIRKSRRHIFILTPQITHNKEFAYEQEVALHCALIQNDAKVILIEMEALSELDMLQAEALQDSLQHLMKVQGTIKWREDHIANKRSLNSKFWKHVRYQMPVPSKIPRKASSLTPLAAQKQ
Starred values were filed as active, the others as inactive; i = inactive; ? = inconclusive.

SMILES	ST2 inh
O=C([C@H]1Cc2ccccc2CN1)N1C[C@@H]2C[C@H](C1)[C@@H]1CCCC(=O)N1C2	i
COc1ccc(-c2cc(C(F)(F)F)nc(NCC3CCCO3)n2)cc1 (stereo unspecified)	i
Cc1ccc(S(=O)(=O)c2nc(-c3ccc(F)cc3)oc2N2CCOCC2)cc1	?
COc1ccc(N(C(=O)c2cc(OC)c(OC)c(OC)c2)C2C=CS(=O)(=O)C2)cc1 (stereo unspecified)	i
Cc1ccccc1-c1nc(CN2CCCC(C(=O)NCC3CCCO3)C2)c(C)o1 (stereo unspecified)	?
CCCSC1=C(C#N)C(c2cccc(Cl)c2)CC(=O)N1 (stereo unspecified)	?
O=C(Nc1ccc(Br)cc1)C(Cc1ccccc1)N1C(=O)c2ccccc2C1=O (stereo unspecified)	i
COc1ccc(C(=O)Nc2ccc(Cl)cn2)cc1Br	i
O=c1[nH]c2ccsc2c(=O)n1-c1cc(F)ccc1F	i
O=C(O)c1ccccc1C(=O)c1ccc2c(c1)Cc1ccccc1-2	i
Cc1cc(C)nc(N2CCN(CCOc3cccc(C)c3C)CC2)n1	?
COC(=O)c1nc2n(n1)C(c1cccc(Cl)c1)C1=C(CC(C)(C)CC1=O)N2 (stereo unspecified)	i
N=c1c2c(-c3ccccc3)c(-c3ccccc3)n(Cc3ccco3)c2ncn1CCCO	?
Cc1cccn2c(CNC(=O)[C@@]34CC[C@@](C)(OC3=O)C4(C)C)cnc12	?
Cc1c(Cc2ccccc2)c(=O)oc2cc(OC(C)C)ccc12	i
CC(=O)c1ccc(N2CCN(C(=O)C3c4ccccc4C(=O)N4CCc5ccccc5C34)CC2)cc1 (stereo unspecified)	i
N#CC1=C(N)OC2=C(C(=O)CC(c3ccccc3)C2)C1c1ccc(F)cc1 (stereo unspecified)	?
Cc1ncc(CO)c(CN2CCCC(c3ccccc3)C2)c1O (stereo unspecified)	i
COCCCn1ccnc1-c1ccc(-n2ccnc2)cc1	i
O=C(NC1CC(=O)N(Cc2ccccc2)C1)c1cc2n(n1)CCNC2 (stereo unspecified)	?
O=C(O)c1cc(C2CC2)nc2ccccc12	i
CCN(CC)CCCNC(=O)C1CCN(S(C)(=O)=O)CC1	i
O=[N+]([O-])c1ccc(CN2CCN(c3ccccc3F)CC2)s1	?
Cc1cc(O)c2c(c1)C(=O)c1cc(O)cc(O)c1C2=O	?
OC(COc1ccc2c(c1)CCC2)CN1CCc2ccccc2C1 (stereo unspecified)	i
SMILES	ST2 inh
CCc1ccc(CN2CCC(CNC(=O)c3ccc[nH]c3=O)C2)nc1 (stereo unspecified)	i
CN1CC(=O)N2C[C@H](NC(=O)c3coc4ccccc4c3=O)C[C@H]2C1=O	?
CCOc1ccccc1OCCOc1ccccc1C=O	i
C[C@@H]1CN(C2(C(=O)NCCN3CCNC3=O)Cc3ccccc3C2)C[C@H](C)O1	i
Cc1ccc(-n2nnnc2SCc2ccccn2)cc1C	?
Cc1ccccc1Cn1cc(NC(=O)c2cc(-c3ccc4c(c3)OCO4)on2)cn1	i
Cc1ccc(C2CC(c3ccc(F)cc3)=NN2c2ccccc2)o1 (stereo unspecified)	40.0%*
CC1(C)CC(=O)C2=C(C1)Nc1ccccc1NC2c1coc2c(Cl)cc(Cl)cc2c1=O (stereo unspecified)	i
O=[N+]([O-])c1ccc(-c2noc(Cc3ccccc3)n2)cc1	?
Cc1cc(CN2CCN(C3Cc4ccccc4C3)CC2)n[nH]1	?
CCCCC(=O)Nc1ccc(NC(=O)c2ccc([N+](=O)[O-])cc2Cl)cc1OC	i
Nc1ccc(N)c2c1C(=O)c1c(N)ccc(N)c1C2=O	94.0%*
COC(=O)[C@H]1CN(C(=O)c2cccnc2)CCN1C(C)=O	i
CCCn1cnnc1CN1CC(C(=O)O)CC1=O (stereo unspecified)	i
CN1C(=O)C2(CCN(C(=O)[C@@H](N)Cc3cnc[nH]3)CC2)c2ccccc21	i
Cc1[nH]c2ccccc2c1CN1CCC(Cc2ccccc2)CC1	?
COc1ccc(-n2ncc3c(N4CCN(c5ccc(F)cc5)CC4)ncnc32)cc1	i
CC1=C(C)CC2C(=O)N(c3cccc(C(F)(F)F)c3)C(=O)C2C1 (stereo unspecified)	i
CN(C)c1nc2c(c(N3CCn4cncc4C3)n1)CCCC2	i
Cn1cc(CN2C[C@@H]3C[C@H](C2)c2ccc(NC(=O)c4ccc(F)cc4)c(=O)n2C3)c2ccccc21	i
Fc1ccc(-c2noc([C@@H]3CCCN3Cc3ccccc3F)n2)nc1	?
CCOC(=O)c1c(C)oc2c(Cl)cc(NS(=O)(=O)c3ccc(CC)cc3)cc12	i
CCOCc1cn(CC(=O)c2ccc(CC)cc2)c(C)nc1=N	i
O=C1OCCN1CCn1ccnc1-c1ccc(CO)o1	?
COc1ccc(-c2ccnc(N[C@H]3CO[C@H]4[C@@H]3OC[C@@H]4NS(=O)(=O)c3cccc4cccnc34)n2)cc1	i
SMILES	ST2 inh
CN(Cc1ccccc1)S(=O)(=O)c1ccc2c(c1)CCN2C(=O)C1CC1	i
CN(Cc1ccccc1)Cc1cc(CC2(NC3CCCCC3)COC2)no1	i
O=c1ccn(-c2nc(-c3ccccc3)sc2-c2ccccc2)c(=O)[nH]1	?
O=C(Nc1nc2ccccc2[nH]1)c1ccccc1O	?
CC(C)c1nc(CN(C)C(=O)C2CC(=O)N(Cc3ccncc3)C2)cs1 (stereo unspecified)	i
CC1=C(C(=O)Nc2cccc(F)c2)C(c2ccsc2)C2=C(CCCC2=O)N1 (stereo unspecified)	i
CC(c1ccccn1)N(C)Cc1cn[nH]c1C(=O)O (stereo unspecified)	i
CN(Cc1ccccc1)Cc1cn(C[C@H]2O[C@@H](CC(=O)N(C)Cc3ccccc3)[C@H](O)[C@@H]2O)nn1	?
COc1cccc(F)c1-c1c(-c2ccccc2)ncn1C(C)c1cnn(C)c1 (stereo unspecified)	?
COc1ccc(-c2cc(C(=O)Nc3sc4c(c3C(N)=O)CCC(C)C4)no2)cc1 (stereo unspecified)	i
Cn1c(=O)c2c(nc(OCc3ccc4c(c3)OCO4)n2Cc2ccccc2)n(C)c1=O	i
CCCOc1ccc(C(=O)Nc2cc(Cl)ccc2Cl)cc1	i
COc1cc(C(=O)N2CCN=C2SC)cc(OC)c1OC	i
CC(C)C1CN(C(=O)c2cc3sccc3[nH]2)CCC(=O)N1CC1CC1 (stereo unspecified)	i
Cc1cc(Br)ccc1NC(=O)CN1C(=O)c2ccccc2S1(=O)=O	i
COc1cccc(NC(=O)N[C@H]2C[C@@H](c3nc(Cc4ccccc4)no3)N(C)C2)c1	i
O=c1c([N+](=O)[O-])c(N2CCN(C3CCCC3)CC2)c2ccccc2n1-c1ccccc1	i
Cc1cc(S(=O)(=O)NCC(=O)O)ccc1Cl	i
CCC(=O)N1N=C2c3cc(OC)ccc3CCC2C1c1cccc(F)c1 (stereo unspecified)	i
O=C(O)c1c(Br)sc(-c2ccccc2)c1-c1ccccc1	i
CCn1nc(C)c(NC(=O)CN(C)C(C)c2ccc3c(c2)OCCO3)c1C (stereo unspecified)	i
CCCOc1ccc(C2C(C(=O)Nc3ccccc3OC)=C(C)Nc3nnnn32)cc1 (stereo unspecified)	?
COC(=O)[C@@H]1Cc2ncn(C)c2CN1S(=O)(=O)c1cccs1	?
COc1ccc(N(C)C(=O)c2cc3cc4ccc(C)cc4nc3s2)cc1	?
Cc1ccc(NC(=O)C2CC(=O)N=C(N)S2)cc1Cl (stereo unspecified)	i

Shown in CSV form: 4 of the compounds above
mol,ST2 inh
O=C(O)c1c(Br)sc(-c2ccccc2)c1-c1ccccc1,i
CCn1nc(C)c(NC(=O)CN(C)C(C)c2ccc3c(c2)OCCO3)c1C (stereo unspecified),i
CCCOc1ccc(C2C(C(=O)Nc3ccccc3OC)=C(C)Nc3nnnn32)cc1 (stereo unspecified),?
COC(=O)[C@@H]1Cc2ncn(C)c2CN1S(=O)(=O)c1cccs1,?

The main list resumes, repeating the 4 entries before the break.
SMILES	ST2 inh
CCCOc1ccc(C2C(C(=O)Nc3ccccc3OC)=C(C)Nc3nnnn32)cc1 (stereo unspecified)	?
COC(=O)[C@@H]1Cc2ncn(C)c2CN1S(=O)(=O)c1cccs1	?
COc1ccc(N(C)C(=O)c2cc3cc4ccc(C)cc4nc3s2)cc1	?
Cc1ccc(NC(=O)C2CC(=O)N=C(N)S2)cc1Cl (stereo unspecified)	i
CCCCOc1ccc2c(=O)c(Oc3cc(C)ccc3C)coc2c1	i
O=C(Cn1cnc2c(oc3ccccc32)c1=O)Nc1ccccc1	i
O=C1C2(c3ccccc3)CN(CCCO)CC1(c1ccccc1)CN(CCCO)C2	?
Oc1cccc(N=Cc2nc(-c3ccc(Cl)cc3)oc2O)c1	?
COC(=O)C1=C[C@@H](O)[C@@H](O)[C@H](O[C@@H]2O[C@H](COC(=O)/C=C/c3ccccc3)[C@@H](O)[C@H](O)[C@H]2O)C1	?
Fc1ccccc1Nc1nc(-c2cccs2)cs1	?
Cc1cc(=O)[nH]c(Sc2c(-c3ccccc3)c3cc([N+](=O)[O-])ccc3[nH]c2=O)n1	i
NC(=O)NC(=O)CC1Sc2ccc(C(F)(F)F)cc2NC1=O (stereo unspecified)	i
CCC(=O)N1c2ccccc2-c2nnc(SC)nc2OC1c1sccc1C (stereo unspecified)	i
O=C(NCc1ccc2c(c1)OCO2)c1cc(Cn2ccc3ccccc32)[nH]n1	i
Cc1ccc(C(=O)C2=C(O)C(=O)N(Cc3cccnc3)C2c2cccc([N+](=O)[O-])c2)o1 (stereo unspecified)	i
CCOC(=O)c1sc(NC(=O)c2cc(=O)c3ccccc3o2)nc1C	i
Cc1ccc(Cl)cc1N(CC(=O)Nc1ccccc1Br)S(C)(=O)=O	i
CC(C)c1cncnc1N1CCCC2(C1)C(=O)N(C)c1ccccc12 (stereo unspecified)	?
OCc1ccc(CN2C[C@H](O)C[C@H]2c2nc(-c3ccccc3)no2)o1	?
O=C(NCc1ccccc1)c1ccc2nc3ccc(Cl)cc3c(=O)n2c1	i
COCCC(=O)N1CCc2onc(C(c3ccccc3)c3ccccc3)c2C1	?
Fc1cccc(-c2cnnc(N[C@@H]3C[C@H]3c3ccccc3)n2)c1	i
CC1(C)CCN2CCC(C)(C)c3c(O)ccc1c32	73.0%*
CCn1c(=O)n(-c2ccc(C)c(C)c2)c2nc(-c3ccco3)nc(C(N)=O)c21	i
CCOc1ccccc1NC(=O)C1CCN(C(=O)c2ccccc2Cl)CC1	i
O=[N+]([O-])c1ccc(S(=O)(=O)NCc2nc3cccnc3n2Cc2ccc(F)cc2)cc1	i
CC1=C(C(=O)OCC2CCCO2)C(c2ccc(C)cc2)C2=C(CCCC2=O)N1 (stereo unspecified)	i
Cc1ccc(C(=O)Nc2cc(NC(=O)CCN3CCCCO3)ccc2C)cc1	i
COC(=O)c1c(C)oc2cc(Br)c(OC(=O)c3ccccc3)cc12	i

Reprinted at random: 3 compounds from above
SMILES	ST2 inh
CCOC(=O)c1sc(NC(=O)c2cc(=O)c3ccccc3o2)nc1C	i
COC(=O)c1c(C)oc2cc(Br)c(OC(=O)c3ccccc3)cc12	i
COCCC(=O)N1CCc2onc(C(c3ccccc3)c3ccccc3)c2C1	?

3 of the compounds above, in markdown:
| mol | ST2 inh |
| --- | --- |
| CCn1c(=O)n(-c2ccc(C)c(C)c2)c2nc(-c3ccco3)nc(C(N)=O)c21 | i |
| Fc1cccc(-c2cnnc(N[C@@H]3C[C@H]3c3ccccc3)n2)c1 | i |
| O=C(O)c1cc(C2CC2)nc2ccccc12 | i |

(further entries)
SMILES	ST2 inh
CC1CCN(c2nc(-c3ccc(C(C)C)cc3)c3c(N)[nH]nc3n2)CC1	i
Cc1ccc(SCc2cc(=O)[nH]c(SCC(=O)Nc3ccc(Cl)cc3C)n2)cc1	i
O=C(c1cncc(N2[C@H]3CCNC[C@@H]2CC3)n1)N1CCCCC1	i
O=C1Nc2ccccc2S(=O)(=O)N1c1ccc(Cl)cc1	i
O=C(Nc1ccc(S(=O)(=O)N2CCCCC2)cc1)c1cccs1	i
CC(=O)Nc1ccc(-c2cc(N)n[nH]2)cc1	i
Fc1ccc(-c2csc(Nc3ccc(Cl)cc3)n2)cc1	i
COC(=O)c1c(NC(=O)c2ccc(F)cc2)sc2c1CCN(C(C)C)C2	i
Cc1cc(C)nc(Nc2ncc(O)n2-c2ccccc2C)n1	i
COc1ccc(S(=O)(=O)Nc2ccccc2Cl)cc1C(=O)Nc1ccccc1Cl	i
CN(C)c1cc(NCCN2CCCC(C(N)=O)C2)ncn1 (stereo unspecified)	i
Cc1cccc(NS(=O)(=O)c2ccc(F)cc2)c1	i
CC(C)(C)c1ccccc1OCC(=O)Nc1cccc(C(F)(F)F)c1	i
Cn1c(=O)cc(SCC(=O)N2CCN(c3ccc(F)cc3)CC2)c2ccccc21	i
CCCc1nc2nc[nH]n2c(=O)c1NC(=O)Nc1cccc(C)c1	i
CCc1ccccc1OCCN(C)C(=O)c1ccc(-n2cnnn2)cc1	i
O=C(CSc1ncnc2sc3c(c12)CCCC3)c1ccc2c(c1)OCO2	i
Cc1nc(-c2ccccc2)ncc1C(=O)N1CC[C@@H]2CC[C@H](C1)N2C	i
O=C(Cc1ccccc1)Nc1cccc(Cl)c1	i
Cc1cc(C)cc(OCc2nnc(N)s2)c1	i
CCOC(=O)CSc1nc2c(c(C3CC=CCC3)c1C#N)CCC2 (stereo unspecified)	i
CC1CCCCN1C1CN(c2ccnc(C(=O)NCc3ccco3)c2)C1 (stereo unspecified)	i
CC(C)(C)C(=O)Nc1c(C(=O)Nc2ccc(F)cc2)oc2ccccc12	i
CN(C)c1nc(-c2cccc(-c3ccn[nH]3)c2)cc(C(F)(F)F)n1	?
Cc1ccc(NC(=O)c2ccc3c(c2)OCCO3)c([N+](=O)[O-])c1	?
CC(C)=CC(=O)OC(C)(C)C1Cc2cc3ccc(=O)oc3cc2O1 (stereo unspecified)	i
COc1cc(OC)c(OC)cc1CN1CCN(C(=O)c2cc(OC)c(OC)c(OC)c2)CC1	i
O=C(O)COCC(=O)N[C@H]1CCN2C(=O)c3ccc(Cl)cc3NC(=O)[C@H]12	i
COc1ccc(-n2c(=O)[nH]cc(C(=O)Nc3ccc(F)cc3F)c2=O)cc1	i

This is a subset (hit frequency here may not be typical).
